TbHK1 inh: T. brucei hexokinase 1 inhibition. inhibition, % at 10 µM. 0.11% of 220,000 active. AID 1430. recombinant TbHK1, G6PDH-coupled NADH A340;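 active = inhibition of 50% or more in the single-dose primary screen; inactive = inhibition below 50%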
Wee1 degr inh: human Wee1 degradation inhibition, primary screen. P30291. HeLa Luc-Wee1K328M stability, luciferase luminescence; 100% = proteasome inhibitor MG132 effect. reporter increase, % at 5 µM. 1.2% of 220,000 active. AID 1321;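 active = activation above the mean of all tested compounds plus 3 SD, set per screening run, cut at about 8.8% in these data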;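 also: cells exposed to compound for 20 h before luminescence read; 0% = DMSO alone and 100% = MG132 at 30 µM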
zVAD death inh: L929 zVAD cell death inhibition; L929 zVAD necroptosis rescue, ATP luminescence, 24 h; with zVAD 60 µM; viability rescue, % at 10 µM; 0.38% of 220,000 active;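 active = activation, scaled between plate controls, above about 75%, limit read from the data; inactive = activation under that limit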;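 also: 0% = zVAD with DMSO and 100% = DMSO alone without zVAD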
TNF death inh: inhibitors of TNF-alpha induced necroptosis in Jurkat FADD-/- cells; Jurkat FADD-/- TNF necroptosis rescue, ATP luminescence, 24 h; 0 = TNF only, 100 = no-TNF cells; activation (protection from cell death), % at 10 µM; 0.068% of 220,000 active;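 active = activation, meaning protection from cell death, of at least 50% relative to plate controls; inactive = activation below 50%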;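 also: necroptosis triggered by 40 ng/mL TNF-alpha added together with compound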
FXIIa inh 1536: blocks human coagulation factor XIIa protease activity; P00748; inhibition, % at 5 µM; purified FXIIa, Boc-QGR-AMC fluorogenic substrate, 2 h; 0.3% of 220,000 active; in the data active = inhibition above about 40%;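 also: 0% = enzyme with no compound and 100% = blank without enzyme; many of its hits are not listed in these tables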
Target sequence (P00748 20-372 limits assumed): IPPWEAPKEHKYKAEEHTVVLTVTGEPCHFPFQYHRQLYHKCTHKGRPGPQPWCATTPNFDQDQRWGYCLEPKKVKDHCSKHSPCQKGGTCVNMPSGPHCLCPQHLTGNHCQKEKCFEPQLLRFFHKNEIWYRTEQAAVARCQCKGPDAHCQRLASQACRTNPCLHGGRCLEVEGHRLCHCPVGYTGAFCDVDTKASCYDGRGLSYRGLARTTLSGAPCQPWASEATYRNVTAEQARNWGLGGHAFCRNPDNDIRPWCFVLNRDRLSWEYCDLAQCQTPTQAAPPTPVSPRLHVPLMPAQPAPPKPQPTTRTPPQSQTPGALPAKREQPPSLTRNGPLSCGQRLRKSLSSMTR
Target sequence (P00748 373-615 limits assumed): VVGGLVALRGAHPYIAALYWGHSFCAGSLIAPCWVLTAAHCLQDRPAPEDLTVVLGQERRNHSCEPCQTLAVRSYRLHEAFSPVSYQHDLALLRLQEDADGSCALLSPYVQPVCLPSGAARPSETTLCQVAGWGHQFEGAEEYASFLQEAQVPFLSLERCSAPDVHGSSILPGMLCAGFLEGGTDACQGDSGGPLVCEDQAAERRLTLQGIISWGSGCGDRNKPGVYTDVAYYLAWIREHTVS
PPC-1+TRAIL kill: kills PPC-1 cancer cells in the presence of TRAIL; PPC-1 cells + TRAIL, ATPLite viability luminescence; cell killing (% activity), % at 4 µM; 0.41% of 220,000 active; AID 1443;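 active = cell killing above 50% in the first pass at 4 µM, then a duplicate retest at 5 µM averaging 50% or more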;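 also: plate controls were cells with TRAIL plus DMSO for no effect and medium-only wells lacking cells for full effect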
FXIa inh: factor XIa (human) inhibition; AID 798; inhibition, % at 5 µM; P03951; purified FXIa, Boc-Glu-Ala-Arg-AMC fluorogenic substrate; 0.14% of 220,000 active;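 active = inhibition of at least 40%; inactive = inhibition below 40%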;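 also: fluorescence of freed AMC excited at 355 nm; 0% = enzyme without compound and 100% = no enzyme blank; many of its hits are not listed in these tables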
CHOP inh: inhibitors of CHOP induction in ER stress response; CHO-K1 CHOP-promoter luciferase, tunicamycin-induced, 15-18 h; inhibition, % at 10 µM; 3.8% of 220,000 active;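 active = compounds that reduced the stress-induced luciferase reporter signal by more than about 70% of percent inhibition, limit read from the data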;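 also: 0% = tunicamycin plus vehicle and 100% = wells without tunicamycin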
PGE2 EP2 inh: EP2 receptor (human) inhibition. P43116. C6 glioma cells expressing human EP2, cAMP TR-FRET; cells stimulated with saturating PGE2. inhibition, % at 25 µM. 0.52% of 260,000 active. AID 1422;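 active = percent inhibition above 40 after rounding to a whole number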;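 also: rat C6 glioma host cells with rolipram phosphodiesterase inhibitor present; the protocol text gives 20 µM as final concentration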
Target sequence (P43116 whole entry, looked up): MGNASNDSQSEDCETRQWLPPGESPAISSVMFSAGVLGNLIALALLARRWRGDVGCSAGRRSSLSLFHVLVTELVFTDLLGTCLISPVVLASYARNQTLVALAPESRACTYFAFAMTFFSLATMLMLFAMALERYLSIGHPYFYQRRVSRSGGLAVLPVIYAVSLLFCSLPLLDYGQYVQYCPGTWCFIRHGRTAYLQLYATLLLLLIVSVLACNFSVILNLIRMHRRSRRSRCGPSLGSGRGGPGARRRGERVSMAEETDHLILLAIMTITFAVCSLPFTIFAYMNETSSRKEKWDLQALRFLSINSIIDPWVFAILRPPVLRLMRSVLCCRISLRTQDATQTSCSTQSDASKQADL
The depositor's hits bear a star; · = not tested or not shown; & = joins results of further samples. An excerpt; count on the stated rates, not on these rows.

SMILES | TbHK1 inh | Wee1 degr inh | zVAD death inh | TNF death inh | FXIIa inh 1536 | PPC-1+TRAIL kill | FXIa inh | CHOP inh | PGE2 EP2 inh
COC(=O)N[C@H](CC(C)=O)c1cccc(C(F)(F)F)c1 | 1 | 1 | 3.3 | 1.4 | 8 | 16 | -2 | 7 | 6
CCn1c(=O)c([N+](=O)[O-])c(NCC2CCCO2)c2ccccc21 (stereo unspecified) | -9 | 1 | -0.4 | 2.5 | 8 | -4 | 2 | 1 | 6
COc1ccc(NC(=S)NCCc2c[nH]c3ccccc23)c(OC)c1 | 0 | 6 | · | -10 | 1 | 26 | -3 | 7 | 55*
CC[n+]1ccccc1/C=C/c1ccc(N(C)C)cc1 | -7 | -2 | -1.1 | -5.7 | 6 | 27 | 0 | 10 | 12
CCSc1nnc(-c2cccnc2)n1Cc1ccco1 | 3 | 3 | 0.2 | -0.3 | 15 | -20 | -2 | -14 | 5
CCCCN(C(=O)CCC(=O)O)C1CC(=O)N(c2ccc(OCCC)cc2)C1=O (stereo unspecified) | 6 | -2 | 0.1 | -0.4 | -1 | 4 | -3 | -20 | 10
CCOC(=O)c1c(NC(=O)c2cc(C)on2)c2cc([N+](=O)[O-])ccc2n1C | -14 | 4 | 0.9 | -1.3 | 9 | -18 | 5 | -5 | 4
CCOC(=O)c1c(CN2CCOCC2)n(-c2ccccc2)c2cc(Br)c(O)cc12 | -13 | 5 | -0.1 | -2.7 | 9 | 21 | -5 | 99* | 9
CCCCCn1c(=O)[nH]c2cc(C(=O)NCc3ccc4c(c3)OCO4)ccc2c1=O | -9 | -1 | 1.9 | -1.0 | 11 | 9 | 2 | 57 | 10
COc1ccc(C(=O)NCc2nnc(SCC(=O)N3CCc4ccccc43)o2)cc1OC | 1 | -1 | 0.6 | -0.9 | 13 | 18 | 3 | -10 | 14
COCCNC(=S)N1CCN(S(C)(=O)=O)CC1 | 7 | 0 | -0.8 | 0.2 | 13 | 24 | 5 | -8 | 3
O=C(O)/C=C/c1ccc(S(=O)(=O)Nc2ccc(OCc3ccccc3)cc2)cc1 | -5 | 2 | -0.7 | 0.4 | 13 | -21 | 2 | -15 | 6
CC1c2nc3ccccc3n2C(CC(=O)NC2CC2)C(=O)N1Cc1ccccc1 (stereo unspecified) | 11 | 1 | 3.3 | 1.9 | 9 | 22 | -1 | -2 | 5
Cc1sc2nnn(CC(=O)N3CCN(C(=O)c4ccco4)CC3)c(=O)c2c1C | -11 | -1 | 2.1 | -1.4 | · | · | · | · | 4
O=C(/C=C/c1c(Cl)nc2ccccn12)N1CCN(c2ccc(F)cc2)CC1 | -24 | 1 | -0.8 | -2.1 | 1 | 19 | -5 | 11 | 8
Cc1cc(C)cc(N(CCC(=O)O)S(=O)(=O)c2ccc3ccccc3c2)c1 | 2 | -1 | · | 1.2 | 8 | 25 | -2 | -27 | 8
CCCN1CCN(C(=O)c2cccc3c2C(=O)N(CCOC)C3)CC1 | -3 | -1 | -0.1 | 0.5 | 0 | 4 | -1 | 5 | 8
Cc1ccc(SC(c2ccccc2)C(Cn2cncn2)C(=O)c2ccccc2)cc1 (stereo unspecified) | -3 | 0 | 1.3 | 1.6 | 19 | -3 | -2 | -11 | 10
CCOC(=O)N1CCC(NC(=O)CCCN2C(=O)CSc3ncccc32)CC1 | 0 | 2 | 2.4 | -0.4 | 1 | 15 | 10 | -9 | 14
COc1ccc(OC)c(S(=O)(=O)N2CCCC(C)C2)c1 (stereo unspecified) | 0 | 2 | -0.2 | -1.5 | 33 | 9 | 49* | 20 | 14

Sorted by the number under Wee1 degr inh (high to low): some entries from above
molecule,Wee1 degr inh
CCOC(=O)N1CCC(NC(=O)CCCN2C(=O)CSc3ncccc32)CC1,2
CC1c2nc3ccccc3n2C(CC(=O)NC2CC2)C(=O)N1Cc1ccccc1 (stereo unspecified),1
Cc1ccc(SC(c2ccccc2)C(Cn2cncn2)C(=O)c2ccccc2)cc1 (stereo unspecified),0
CCCN1CCN(C(=O)c2cccc3c2C(=O)N(CCOC)C3)CC1,-1

Following part
SMILES | TbHK1 inh | Wee1 degr inh | zVAD death inh | TNF death inh | FXIIa inh 1536 | PPC-1+TRAIL kill | FXIa inh | CHOP inh | PGE2 EP2 inh
COc1ccc(C(=O)CC(Nc2ccc([N+](=O)[O-])cc2)c2ccc(Cl)cc2)cc1 (stereo unspecified) | -6 | -1 | 0.0 | -2.3 | -14 | 17 | -9 | 41 | 8
Nc1nc2ncc(C(=O)c3cc(F)ccc3O)cc2s1 | -47 | 3 | 0.8 | 3.5 | 6 | -4 | 5 | 6 | 15
Cc1ccc(OCCn2ccc(=O)[nH]c2=O)cc1C | 1 | -4 | 0.4 | -0.4 | 3 | -6 | -13 | 33 | 4
Cc1ccc(NCC(=O)N/N=C\c2ccc([N+](=O)[O-])o2)cc1 | -26 | -2 | 4.2 | -18 | 3 | 20 | -7 | -2 | 15
CS(=O)(=O)N1CCN(C(=O)c2cccnc2)CC1 | 2 | 0 | 0.0 | 0.3 | 20 | 3 | -1 | 7 | 3
NC(=O)C1(N2CCCCC2)CCN(C(=S)NCCc2ccccc2)CC1 | 3 | 0 | 2.2 | 0.2 | 12 | 0 | 4 | 9 | 8
O=C(Nc1ccnc(-c2ccncc2)n1)c1cccs1 | -1 | -2 | 7.0 | -0.3 | 10 | -8 | -1 | 11 | 8
COc1ccc(S(=O)(=O)Oc2ccc3ccccc3c2)cc1 | 37 | -3 | 1.0 | 1.1 | 6 | -2 | 6 | 27 | 13
COc1ccc(N2C(=O)/C(=C3/C=CC=CN3C)SC2=S)cc1 | -7 | 4 | 0.8 | 1.3 | 25 | 6 | 21 | -4 | 4
CCC(C)NC(=O)CCSCCC(=O)NC(C)CC (stereo unspecified) | -5 | 0 | -0.2 | 0.8 | 1 | 10 | 3 | 11 | 3
CCCCC(=O)N/N=C/c1ccc(-c2ccc([N+](=O)[O-])cc2)o1 | -11 | -1 | 6.4 | 1.0 | 9 | 13 | -2 | 36 | 13
O=C1C(Cc2ccc(O)cc2)NC(=S)N1Cc1ccccc1 (stereo unspecified) | -6 | -2 | 0.9 | 23 | 17 | -20 | 7 | -7 | 7
O=C(Nc1ccc(NC(=O)C2CC2)nc1)c1ccccn1 | -15 | 6 | 2.2 | -3.3 | 6 | 2 | 13 | 42 | 41*
CCCc1noc(-c2cccc([N+](=O)[O-])c2)n1 | 1 | 5 | 0.4 | 1.8 | 5 | 2 | 1 | -15 | 4
CCCCOc1ccc(C(O)C(CN2CCCCC2)c2ccccc2)cc1 (stereo unspecified) | 6 | -1 | -0.3 | 2.1 | 10 | 11 | -3 | 27 | 6
Cc1ccc2[nH]cc(C(=O)CN3CCN(c4ccccc4F)CC3)c2c1 | 0 | 0 | 0.1 | 0.4 | 8 | 5 | 2 | 5 | 7
COc1cc(CNc2nc3ccccc3[nH]2)cc(OC)c1OC | 1 | -3 | -0.5 | 0.0 | 8 | 12 | 2 | 12 | 6
Cc1nc2ccc(NC(=O)c3nn(C(C)C)c(=O)c4ccccc34)cc2s1 | -11 | -1 | -0.5 | 0.8 | 10 | 8 | 6 | 25 | 7
CCN(CC)c1ccc(C=Nc2cc(C)ccc2C)c(O)c1 | -2 | -3 | 0.8 | -0.3 | 3 | -5 | 1 | 6 | 6
Cn1ncc2c(=O)n(/N=C/c3ccccc3)cnc21 | 0 | 5 | 0.4 | 1.0 | 21 | 9 | 21 | -14 | 8
COC(=O)C1(O)CC(CC(C)C)=NN1C(=O)c1ccccc1 (stereo unspecified) | 3 | -2 | -0.1 | -2.7 | 3 | 10 | -14 | 16 | 14
CCOc1ccc(C(CCc2ccccc2)NC(=O)c2ccccc2OC)cc1OCC (stereo unspecified) | -14 | -2 | -0.5 | -2.1 | -4 | 14 | -11 | 20 | 3
COc1cc(C2NC(=O)NC(c3ccccc3)=C2C(C)=O)ccc1OCC#N (stereo unspecified) | -14 | 1 | 0.3 | -0.8 | -1 | 6 | -8 | 22 | 5&12
CCC(=O)N1CCc2cc(S(=O)(=O)CCC(=O)Nc3c(C)n(C)n(-c4ccccc4)c3=O)ccc21 | 1 | 0 | 0.3 | -2.4 | · | · | · | · | ·
CCOC(=O)C1=C(C)N(C)C(=S)NC1c1c(OCC)ccc2ccccc12 (stereo unspecified) | -3 | 4 | -0.8 | -0.2 | 4 | 26 | -1 | 8 | 2
Cc1nnc(SCC(=O)N2CCC(c3noc4ccc(F)cc34)CC2)s1 | 4 | -2 | 0.5 | 0.6 | 12 | 5 | 1 | 53 | 0
CC(C)C(=O)NNC(=O)c1cc2sccc2s1 | -9 | 4 | 2.1 | 4.4 | 2 | 6 | -3 | -4 | 18
Cc1cccc(-c2ncc(S(=O)(=O)C(C)(C)C)c(N)n2)c1 | -7 | 0 | 0.4 | 3.1 | 3 | -20 | -20 | -36 | -1
CCn1c2ccccc2c2cc(NC(=O)C(C)C)ccc21 | 0 | 3 | 0.3 | 0.5 | 19 | 22 | 7 | 26 | 11
CCC(C)Nc1nnnc2c1sc1nc3c(cc12)COC(C)(C)C3 (stereo unspecified) | -8 | 3 | 0.6 | -5.2 | 4 | -14 | -8 | -35 | 4

Record cards (already shown). Order of values: TbHK1 inh	Wee1 degr inh	zVAD death inh	TNF death inh	FXIIa inh 1536	PPC-1+TRAIL kill	FXIa inh	CHOP inh	PGE2 EP2 inh
Record of CC(C)C(=O)NNC(=O)c1cc2sccc2s1 : -9	4	2.1	4.4	2	6	-3	-4	18
Record of CCOC(=O)C1=C(C)N(C)C(=S)NC1c1c(OCC)ccc2ccccc12 (stereo unspecified) : -3	4	-0.8	-0.2	4	26	-1	8	2

(next part)
SMILES | TbHK1 inh | Wee1 degr inh | zVAD death inh | TNF death inh | FXIIa inh 1536 | PPC-1+TRAIL kill | FXIa inh | CHOP inh | PGE2 EP2 inh
Cc1cccc(OCc2nnc(SCC(=O)N3CCc4ccccc43)n2C)c1 | -3 | 1 | 0.5 | -0.7 | 11 | 15 | 2 | 27 | 10&5
COc1ccccc1NC(=O)C1=C(C)Nc2nnnn2C1c1ccccc1OC (stereo unspecified) | -5 | 7 | 0.1 | -0.7 | -4 | -8 | -11 | 11 | 5
CCc1nnc(NC(=O)CCNC(=O)c2ccccc2Cl)s1 | 7 | -1 | 0.4 | 0.6 | 10 | 10 | 0 | -2 | 2
Cc1cnc(NC(=O)CSc2nnc(-c3cccs3)n2C)s1 | 4 | -2 | -0.4 | -2.8 | 11 | 16 | -6 | 32 | 5
Cc1cccc(OCC(=O)NCC(=O)N/N=C/c2cc(Br)ccc2OCc2ccccc2)c1 | 26 | 4 | 0.7 | 1.5 | 12 | 6 | 4 | 67 | 11
CSc1nsc(SC)c1C(=O)Nc1ccc(C(C)(C)C)cc1 | -4 | 3 | 1.8 | 1.8 | 8 | -1 | 5 | 18 | 7
CC(=O)C1=C(C)OC(N)=C(C#N)C1c1cccnc1 (stereo unspecified) | -1 | 8 | 0.9 | -0.1 | 3 | 3 | -6 | -4 | 5
CC(=O)Nc1cccc(Oc2ncnc3scc(-c4ccc(C(C)C)cc4)c23)c1 | -10 | -1 | 0.7 | -1.8 | 13 | -6 | 11 | 63 | 7
CC(=O)c1c(O)c2ccccc2n(C)c1=O | -10 | -2 | -0.2 | -0.6 | 11 | 17 | 6 | 0 | 3
CC1(NC(=S)NCCCCCCNC(=S)NC2(C)CCS(=O)(=O)C2)CCS(=O)(=O)C1 (stereo unspecified) | -7 | -3 | -0.4 | 3.0 | 11 | 0 | 4 | -14 | 9
Cc1ccc(OCCOC(=O)Cn2nc(C)c([N+](=O)[O-])c2C)cc1 | 3 | -1 | 0.1 | -1.6 | 16 | 18 | 10 | 0 | 5
O=S(=O)(NCc1cccnc1)c1ccc(Cl)c(Cl)c1 | -5 | 0 | 0.0 | 12 | 4 | 9 | -4 | -27 | 11
O=C(CSc1cn(CCNC(=O)c2ccccc2)c2ccccc12)NCc1ccco1 | -6 | 2 | 0.7 | -1.1 | 11 | 22 | 2 | 23 | 11

From PubChem BioAssay
